# DRD3 agonist: qHTS of D3 Dopamine Receptor Agonist: qHTS | D(3) dopamine receptor (Homo sapiens), P35462 | max activation, % | 0.58% of 410,000 active | D3R DiscoveRx beta-arrestin cells, luminescence, 90 min | AID 652048, 2013; in the data active means max activation above about 30%; further: 0% is about no effect; mostly tested at two doses, the higher about 12 µM
# Target sequence (P35462 whole entry, looked up): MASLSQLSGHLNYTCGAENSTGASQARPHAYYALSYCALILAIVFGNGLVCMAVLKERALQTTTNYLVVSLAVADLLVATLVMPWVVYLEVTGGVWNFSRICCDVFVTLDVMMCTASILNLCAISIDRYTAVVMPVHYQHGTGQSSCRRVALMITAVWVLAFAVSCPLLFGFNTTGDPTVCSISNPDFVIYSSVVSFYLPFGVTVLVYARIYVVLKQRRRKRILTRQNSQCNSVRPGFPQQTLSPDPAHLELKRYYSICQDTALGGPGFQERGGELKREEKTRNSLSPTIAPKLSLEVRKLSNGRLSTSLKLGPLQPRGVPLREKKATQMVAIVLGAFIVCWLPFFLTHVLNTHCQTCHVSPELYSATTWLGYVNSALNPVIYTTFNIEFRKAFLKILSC
#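 Cells at 1500/well, incubated overnight, then treated with pinned compounds (dopamine as control) for 90 min at 37 degrees C. DiscoveRx reagent added for 30 - 60 minutes at room temperature; luminescence read.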
# GLP1R ag: qHTS of GLP-1 Receptor Agonists. HEK293 GLP-1R CRE-luciferase, luminescence, 4-6 h; cells express a hypersensitive GLP-1R form. 0.007% of 380,000 active. Potency, µM (series often up to 45.6 µM), for the others: top-dose activation, most hits filed as activators. Glucagon-like peptide 1 receptor (Homo sapiens), P43220; further: potency means the concentration at half of the fitted maximal effect; % of control where 0% means no effect
# Target sequence (P43220 whole entry, looked up): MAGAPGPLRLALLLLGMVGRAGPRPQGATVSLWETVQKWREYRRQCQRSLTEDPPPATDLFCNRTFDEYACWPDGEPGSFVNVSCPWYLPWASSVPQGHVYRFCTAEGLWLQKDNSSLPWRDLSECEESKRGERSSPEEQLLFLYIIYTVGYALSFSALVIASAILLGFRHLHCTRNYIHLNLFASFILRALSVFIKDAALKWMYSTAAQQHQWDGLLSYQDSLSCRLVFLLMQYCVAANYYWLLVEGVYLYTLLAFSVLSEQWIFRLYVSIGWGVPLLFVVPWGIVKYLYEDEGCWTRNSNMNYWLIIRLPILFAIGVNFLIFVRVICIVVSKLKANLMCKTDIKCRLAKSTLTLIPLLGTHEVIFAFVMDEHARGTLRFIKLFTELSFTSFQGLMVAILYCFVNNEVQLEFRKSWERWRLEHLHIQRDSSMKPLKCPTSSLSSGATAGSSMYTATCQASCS
# GLP1R inv ag: qHTS of GLP-1 Receptor Inverse Agonists (Inhibition Mode). Glucagon-like peptide 1 receptor (Homo sapiens), P43220. HEK293 GLP-1R CRE-luciferase, luminescence, 24 h; GLP-1R form is constitutively active. Potency, µM (top dose mostly 38.3 µM), without a hit: at the top dose activity change, negative = inhibition, most hits filed as inhibitors. 1.6% of 410,000 active; further: potency means the concentration at half of the fitted maximal effect; on the % scale 0 is the no-effect control and ±100 the full control effect; nearly all actives have a fitted effect of over 55% in size
#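 Using stably transfected HEK293 (constitutively active GLP-1R, cAMP-luciferase reporter), compounds were incubated 24 hr and luciferase measured by luminescence.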
# PTHR1 agonist: qHTS for PTHR1 Agonists: Primary Screen; Parathyroid hormone/parathyroid hormone-related peptide receptor (Homo sapiens), Q03431; HEK293 GP2 PTHR1 cells, GloSensor cAMP luminescence, 1 h; Potency, µM (top dose mostly 115 µM), for the others: at the top dose activation, usual class: activators; 0.075% of 410,000 active; AID 743266, 2014; further: potency means the concentration at half of the fitted maximal effect; nearly all actives have a fitted effect of over 55% in size; some results filed as inactive show a strong effect at the top dose; inactives centre near -15; many of its hits are not listed in these tables
#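 HEK-293-derived GP2 cells expressing PTHR1 and a GloSensor cAMP reporter, 3,000/well, plated overnight, given luciferin plus IBMX (each 0.5 mM as added) for 1 h at 37 °C, then compound for 1 h at 37 °C. Luminescence was read after 15 min at room temperature.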
# aSyn rescue: qHTS of alpha-syn Inhibitors | Potency, µM (series often up to 46.1 µM), inactives show at the highest dose growth rescue (activation), hits mostly activators | AID 652106, 2013 | 0.14% of 370,000 active | Yeast expressing alpha-synuclein, growth rescue, BacTiter-Glo, 24 h; further: potency means the concentration at half of the fitted maximal effect; % of control where 0% means no effect; nearly all actives have a fitted effect of over 65% in size
#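 Galactose-induced alpha-syn yeast (OD600=0.02, raffinose-pregrown) + pinned cpd, 24 hr, 30 deg C; growth by BacTiter-Glo luminescence. Growth restoration scores as activation.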
# TDP-43 yeast inh: qHTS of TDP-43 Inhibitors; TDP-43 expressing yeast growth rescue, BacTiter-Glo, 24 h; Potency, µM (series often up to 46.1 µM), without a hit: top-dose growth rescue (activation), most hits filed as activators; 1.8% of 410,000 active; AID 652104, 2013; further: potency means the concentration at half of the fitted maximal effect; % of control where 0% means no effect; nearly all actives have a fitted effect of over 50% in size
#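 Growth rescue of TDP-43-toxic yeast measured as ATP luminescence (BacTiter-Glo). Cells grown to mid-log in raffinose, induced in galactose at OD600=0.02, exposed to compound 24 hr at 30 deg C.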
# HEK293 tox: qHTS of GLP-1 Receptor Inverse Agonists: Cytotox Screen. HEK293 cAMP-luciferase reporter cells, luminescence, 24 h. Potency, µM (top dose mostly 38.3 µM), inactives show top-dose activity change, negative = inhibition, hits mostly inhibitors. 0.13% of 410,000 active. AID 624418, 2012;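 further: loss of luciferase light is scored as toxicity; potency means the concentration at half of the fitted maximal effect; on the % scale 0 is the no-effect control and ±100 the full control effect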
#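 Luminescence readout: signal drop marks cytotoxicity. Plated cells grew 12 h at 37 °C, 5% CO2, received 23 nL compound for 24 h, then got luciferase reagent, read after 12 min at RT.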
# D3 antag: qHTS of D3 Dopamine Receptor Antagonist: qHTS; D(3) dopamine receptor (Homo sapiens), P35462; D3R cells, DiscoveRx beta-arrestin luminescence, antagonist mode; active compounds read low; max response, negative = inhibition, %; 2.5% of 360,000 active; in the data active means max response below about -50%; inconclusive means no clear call, values can overlap the other calls; further: on the % scale 0 is the no-effect control and ±100 the full control effect; mostly tested at two doses, the higher about 12 µM
#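 Cells plated overnight at 1500 cells/well, then exposed to library compounds with dopamine controls for 90 minutes at 37 degrees C. DiscoveRx reagent added for 30–60 minutes at room temperature; luminescence read, quantitative HTS format.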
# KB-V1 cytotox: qHTS assay for MDR1-selective chemotherapeutics: Primary screen using the drug-selected MDR subline cells KB-V1; KB-V1 MDR cells viability, CellTiter-Glo, 72 h; Potency, µM (highest dose often 46.1 µM), for inactives: top-dose activity change, negative = cytotoxicity, hits mostly cytotoxic; 3.4% of 400,000 active; AID 1347076, 2019; further: potency means the concentration at half of the fitted maximal effect; on the % scale 0 is the no-effect control and ±100 the full control effect; nearly all actives have a fitted effect of over 60% in size
#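 qHTS viability screen in drug-selected KB-V1 MDR cells: 72 h compound treatment at 37 degrees C, ATP luminescence end point.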
# Numbers without * were called inactive; i = inactive; ? = inconclusive; . = not tested or not shown; [ ] = dose if it differs, or a comment. Unless noted, the call rests on the fitted dose curve; in most records, active means well fitted curve in the direction sought with a large enough effect; inconclusive means small, poorly fitted or top-dose-only effect, or another doubt; inactive means no such curve, though single readings can be large; an effect the other way counts as inactive or inconclusive.
SMILES,DRD3 agonist,GLP1R ag,GLP1R inv ag,PTHR1 agonist,aSyn rescue,TDP-43 yeast inh,HEK293 tox,D3 antag,KB-V1 cytotox
COc1cc(NC(=S)NCCSc2ccc(C)cc2)cc(OC)c1,6,-2%,?,i,-6%,?,-28%,10,-18%
COc1ccc(OC)c(-n2nnnc2SCC(=O)NCCc2ccccc2)c1,11,-1%,0%,i,4%,-8%,-7%,6,?
Cc1nn(C)c(C)c1C1Nc2ccccc2C(=O)N1O (stereo not given),4,-5%,0%,-1%[57.5 µM],1%,9%,2%,13,1%
CC(NC(=O)c1ccc2c(c1)sc1nc(-c3ccc(F)cc3)cn12)C12CC3CC(CC(C3)C1)C2 (stereo not given),-20,.,15%,-2%,.,-6%,1%,.,.
CC(=O)Nc1cccc(C(=O)NN2C(=O)NC3(CCC(C)CC3)C2=O)c1 (stereo not given),-10,-1%,-3%,i,-1%,3%,-5%,0,17%
COc1ccc(S(=O)(=O)N2CCCCC2)cc1NC(=O)C1CC(=O)N(Cc2ccccc2)C1 (stereo not given),-1,-8%,9%,-56%[inhibitor],-7%,11%,0%,5,-3%
COc1ccc(N/C(N)=N/c2nc(C)cc(=O)[nH]2)cc1,-2,0%,14%,i,-5%,-6%,-8%,-3,-11%
N#CC1=C(N)OC2=C(C(=O)CCC2)C1c1ccc(OC(=O)N2CCOCC2)cc1 (stereo not given),0,-4%,-4%,i,7%,-13%,-8%,-80*,2%
COc1ccc(OC)c(S(=O)(=O)N2CCN(C(=O)NC3CCCCC3)CC2)c1,-27,-1%,13%,-16%,-5%,-4%,-3%,-2,-29%
COc1ccc(-n2c(Cc3ccccc3)nnc2SCC(=O)N2CCCc3ccccc32)cc1,1,5%,?,i,-1%,3%,-24%,-17,0%
COc1ccc(CC(=O)Nc2cc(S(=O)(=O)N3CCOCC3)ccc2N2CCOCC2)cc1,0,4%,-15%,12%,-3%,-18%,-4%,-22,-25%
Cc1cc(C)n2nc(SCC(=O)N(C)C3CCCCC3)nc2n1,1,6%,27%,i,-2%,5%,-1%,-6,-14%
CCOc1ccccc1CNC(=O)CN1C(=O)C2CCCCN2c2ccc(C(=O)N(C)C)cc21 (stereo not given),8,.,7%,-1%,.,14%[9.22 µM],-5%,.,0%
O=c1c2ccccc2nc(/C=C/c2c[nH]c3ccccc23)n1-c1ccc([N+](=O)[O-])cc1,-5,-6%,?,-27%,-6%,?,2%,13,-20%
CN(C)CCCN(C(=O)c1ccc2c(c1)CCCC2)c1nc2c(F)cccc2s1,-23,13%,?,-4%,1%,3%,-2%[1.53 µM],-14,-30%
COc1ccccc1C1CC(c2c(-c3ccccc3)c3cc(Cl)ccc3[nH]c2=O)=NN1S(C)(=O)=O (stereo not given),9,-6%,10µM*,-11%[57.5 µM],-1%,-2%,-23%,11,?

# A draw from above in order of length of the SMILES, ascending.
SMILES,DRD3 agonist,GLP1R ag,GLP1R inv ag,PTHR1 agonist,aSyn rescue,TDP-43 yeast inh,HEK293 tox,D3 antag,KB-V1 cytotox
Cc1cc(C)n2nc(SCC(=O)N(C)C3CCCCC3)nc2n1,1,6%,27%,i,-2%,5%,-1%,-6,-14%
COc1ccc(N/C(N)=N/c2nc(C)cc(=O)[nH]2)cc1,-2,0%,14%,i,-5%,-6%,-8%,-3,-11%
CC(=O)Nc1cccc(C(=O)NN2C(=O)NC3(CCC(C)CC3)C2=O)c1 (stereo not given),-10,-1%,-3%,i,-1%,3%,-5%,0,17%
COc1ccc(OC)c(S(=O)(=O)N2CCN(C(=O)NC3CCCCC3)CC2)c1,-27,-1%,13%,-16%,-5%,-4%,-3%,-2,-29%
N#CC1=C(N)OC2=C(C(=O)CCC2)C1c1ccc(OC(=O)N2CCOCC2)cc1 (stereo not given),0,-4%,-4%,i,7%,-13%,-8%,-80*,2%
CCOc1ccccc1CNC(=O)CN1C(=O)C2CCCCN2c2ccc(C(=O)N(C)C)cc21 (stereo not given),8,.,7%,-1%,.,14%[9.22 µM],-5%,.,0%
COc1ccc(S(=O)(=O)N2CCCCC2)cc1NC(=O)C1CC(=O)N(Cc2ccccc2)C1 (stereo not given),-1,-8%,9%,-56%[inhibitor],-7%,11%,0%,5,-3%
O=c1c2ccccc2nc(/C=C/c2c[nH]c3ccccc23)n1-c1ccc([N+](=O)[O-])cc1,-5,-6%,?,-27%,-6%,?,2%,13,-20%
COc1ccccc1C1CC(c2c(-c3ccccc3)c3cc(Cl)ccc3[nH]c2=O)=NN1S(C)(=O)=O (stereo not given),9,-6%,10µM*,-11%[57.5 µM],-1%,-2%,-23%,11,?

# Remaining list, next part:
SMILES,DRD3 agonist,GLP1R ag,GLP1R inv ag,PTHR1 agonist,aSyn rescue,TDP-43 yeast inh,HEK293 tox,D3 antag,KB-V1 cytotox
O=c1[nH]c(Nc2nc3ccccc3o2)nc2c1CCCC2,10,0%,241%[activator],-69%[inhibitor][57.5 µM],-11%,-18%,-16%,16,?
COc1ccc(C(=O)Nc2c(N)nc(SCC(=O)N3CCC(C)CC3)[nH]c2=O)cc1OC,-2,-7%,11%,-14%,1%,-8%,-13%,-8,1%
C(=N\N(c1ccccc1)c1ccccc1)/c1ccc2c(c1)OCO2,-20,-7%,?,-24%[57.5 µM],-30%,-19%,10%,-12,-20%
Clc1cccc(CNCCCSc2ncccn2)c1Cl,-18,28%,13%,i,4%,-3%,-3%,-70*,?
COCCCN1C(=O)c2ccc(C(=O)NCc3ccccn3)cc2C1=O,-19,-5%,10%,i,0%,1%,0%,-8,?
COc1cc2c(C(=O)N3CCN(C)CC3)c(C)oc2cc1Br,3,-9%,-25%,i,14%,0%,5%,22,?
O=C(NCCCc1nc2ccccc2n1Cc1ccc(Cl)cc1Cl)c1ccco1,-7,.,?,-15%,.,0%,4%,.,-4%
COc1ccc(-c2csc(-n3ncc(-c4ccccn4)c3N)n2)cc1,-8,6%,8%,i,-5%,1%,23%,-17,3%
Cc1cccnc1NC(=O)c1ccc([N+](=O)[O-])o1,7,0%,50%[activator],i,-6%,13%,23%,-8,-12%
Cc1ccc(-c2nc(SCC(=O)N(C)C3CCS(=O)(=O)C3)[nH]c2-c2ccc(C)cc2)cc1 (stereo not given),-10,27%,0%,-2%,-6%,-6%,-26%,-9,-6%
COCCn1c(=NC(=O)c2sc3ccccc3c2Cl)sc2cc(S(N)(=O)=O)ccc21,4,-2%,-13%,i,-4%,9%,?,15,1%
O=c1[nH]c2ccc(S(=O)(=O)N3CCN(c4ccc(F)cc4)CC3)cc2o1,2,-1%,-22%,i,-2%,-4%,?,23,3%
Cc1cnc(CNC(=O)c2ccc3sc([C@H]4C[C@H](O)[C@@H](CO)O4)nc3c2)cn1,-10,0%,31%,-17%,-1%,-6%,0%,0,-6%
CC(Sc1nc(NC(C)(C)C)nc(N(C)C)n1)C(=O)Nc1ccccc1 (stereo not given),-8,20%,10%,-20%,-2%,-1%,5%,-6,?
C=CCNC(=S)N1CC2(C)CN(C(=S)NCC=C)CC(C)(C1)C2=O,2,4%,3%,i,-7%,12%,1%,40,4%
CC(=O)c1ccc(S(=O)(=O)N2CCN(C)CC2)cc1,5,14%,5%,i,0%,-3%[0.397 µM],-5%,-12,22%
Cc1ccc(OCc2cc(C(=O)N3CCC(c4ccccc4Cl)C3)no2)cc1C (stereo not given),11,9%,?,-29%,4%,9%,1%,-13,0%
CCOc1ccc(NC(=O)C2CCCN(c3nnc(-n4c(C)ccc4C)s3)C2)cc1 (stereo not given),-3,.,-14%,i,.,11%,5%,.,.
O=C1CC(NS(=O)(=O)c2cc(F)ccc2F)CN1c1ccc2c(c1)OCCO2 (stereo not given),-2,0%,-12%,i,1%,12%,11%,-12,-29%
CC1(c2ccc(Cl)cc2)NC(=O)N(CC(=O)N2CCN(C(=O)c3cccs3)CC2)C1=O (stereo not given),2,2%,-2%,-4%,-4%,0%,0%,-1,?
Cc1ccccc1C(=O)Nc1cccc(NC(=O)Cn2cnc3c(=O)n(C)c(=O)n(C)c32)c1,15,-11%,-14%,i,-1%,-10%,-1%,-27,-17%
CC(=O)c1ccc(N2CCN(C(=O)/C=C/c3cccs3)CC2)cc1,-3,18%,-19%,i,-7%,23%,0%,2,3%
CC(C(=O)NCC1CCCCC1)N(C)CC(=O)Nc1ccc(N2CCOCC2)cc1 (stereo not given),2,5%,11%,-5%,0%,1%,23%,-3,?
COc1ccccc1CN1C[C@@H]2C[C@@H](c3cccc(C)n3)N3CCC[C@@]23C1=O,7,20%,6%,i,-1%,-4%,-2%,5,-2%
Cc1ccc(Cc2c(C)nc3nc(SCC(=O)NC(C)c4ccccc4)nn3c2C)cc1 (stereo not given),0,.,?,-16%,.,?,0%,.,-26%
Cc1ccc(C(=O)OCc2nnc(-c3ccccc3)o2)s1,12,21%,?,i,9%,-14%,-9%,3,?
O=C(COc1ccc(Cl)cc1)NCCS(=O)(=O)N1CCN(c2ccccc2F)CC1,0,6%,-23%,i,1%,7%,-18%,1,-14%

# Screens: PubChem, National Center for Advancing Translational Sciences (NCATS)

# A portion of the library, so the mix of outcomes need not match the whole.
